CCR6 antagonist: CCR6 receptor antagonists, primary screen, cell-based, CHO-K1, luminescence, beta-arrestin, uHTS. CHO-K1 CCR6 PathHunter beta-arrestin, CCL20-stimulated. actives 0.49% (n = 340,000). C-C chemokine receptor type 6 (Homo sapiens), P51684. inhibition, % at 20 µM. AID 493098, 2011;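 active means compounds whose inhibition of the agonist-driven luminescence signal at 20 µM reaches about 50%, limit read from the data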;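 further: cells stimulated with CCL20 at 14 nM final; plate controls were DMSO with CCL20 for no effect and DMSO without agonist for full effect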
Target sequence (P51684 whole entry, looked up): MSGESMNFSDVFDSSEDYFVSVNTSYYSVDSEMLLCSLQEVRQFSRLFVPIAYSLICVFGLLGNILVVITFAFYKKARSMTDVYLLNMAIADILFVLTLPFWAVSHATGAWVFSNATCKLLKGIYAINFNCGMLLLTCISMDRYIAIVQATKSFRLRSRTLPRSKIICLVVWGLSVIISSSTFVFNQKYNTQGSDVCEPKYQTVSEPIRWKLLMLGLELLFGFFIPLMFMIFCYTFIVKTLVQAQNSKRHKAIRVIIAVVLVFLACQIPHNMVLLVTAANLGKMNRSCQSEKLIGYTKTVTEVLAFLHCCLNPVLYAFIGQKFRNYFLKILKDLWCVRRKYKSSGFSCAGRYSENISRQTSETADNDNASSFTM
MPTP block: mitochondrial permeability transition pore inhibitors, primary screen, biochemical, isolated mouse mitochondria, absorbance. Ca2+ swelling absorbance, 30 min. inhibition, % at 10 µM. actives 1.4% (n = 360,000);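 active means inhibition of 50% or more, scaled per plate between neutral and stimulator controls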;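 further: 0% = DMSO wells given calcium and 100% = 1 mM EGTA wells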
Gli-Sufu antag: Gli-Sufu pathway antagonists, primary screen, luciferase luminescence, Sufu-KO-LIGHT cells, uHTS. Sufu-KO-LIGHT fibroblasts, Gli luciferase reporter luminescence. inhibition, % at 5 µM. actives 0.74% (n = 340,000). AID 588413, 2011;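 active means inhibition above about 55%, limit read from the data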;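 further: 0% = DMSO-treated cells and 100% = wells with medium but no cells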
A3A deaminase: APOBEC3A ssDNA deaminase inhibitors, primary screen, selectivity assay for APOBEC3G inhibitor project, biochemical, FAM/TAMRA oligo cleavage fluorescence. DNA dC->dU-editing enzyme APOBEC-3A (Homo sapiens), P31941. recombinant A3A, FAM/TAMRA ssDNA deamination fluorescence. inhibition, % at 20 µM. actives 0.41% (n = 330,000);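 active means at least 40% inhibition at 20 µM here, with at most 30% in a related deaminase screen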;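 further: plate controls were A3A with DMSO for no effect and wells lacking A3A enzyme for full effect; some results filed as inactive read as strong as hits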
Target sequence (P31941 whole entry, looked up): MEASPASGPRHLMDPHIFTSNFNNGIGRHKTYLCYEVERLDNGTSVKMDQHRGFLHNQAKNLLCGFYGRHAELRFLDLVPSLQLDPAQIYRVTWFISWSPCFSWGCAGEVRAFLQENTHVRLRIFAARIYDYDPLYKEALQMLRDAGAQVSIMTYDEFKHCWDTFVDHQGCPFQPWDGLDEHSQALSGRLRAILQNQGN
GRIN3A LBD mod: binders of NR3A ligand-binding domain, primary screen, biophysical, differential scanning fluorimetry, uHTS; Glutamate receptor ionotropic, NMDA 3A (GRIN3A) ligand-binding domain; NR3A LBD differential scanning fluorimetry, Tm shift; 0% = protein alone, 100% = glycine-bound protein; Tm shift relative to glycine control, % at 25 µM; actives 2.5% (n = 340,000); AID 1259313, 2017;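 active means melting temperature shift of at least 10% of the positive control shift, at one fixed dose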
EBI2 antag: EBI2 receptor antagonists, beta-arrestin recruitment, primary screen, cell-based, luminescence, 7a,25-OHC stimulation, uHTS. 7a,25-OHC stimulated. actives 0.81% (n = 360,000). inhibition, % at 5 µM. G-protein coupled receptor 183 (Homo sapiens), P32249. AID 651636, 2012; in the data active means inhibition above about 38%;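 further: enzyme fragment complementation signal reports receptor beta-arrestin coupling in cells; 0% = agonist plus DMSO wells and 100% = wells without agonist; some results beyond the cut were filed as inactive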
Target sequence (P32249 whole entry, looked up, the tested form may be a part): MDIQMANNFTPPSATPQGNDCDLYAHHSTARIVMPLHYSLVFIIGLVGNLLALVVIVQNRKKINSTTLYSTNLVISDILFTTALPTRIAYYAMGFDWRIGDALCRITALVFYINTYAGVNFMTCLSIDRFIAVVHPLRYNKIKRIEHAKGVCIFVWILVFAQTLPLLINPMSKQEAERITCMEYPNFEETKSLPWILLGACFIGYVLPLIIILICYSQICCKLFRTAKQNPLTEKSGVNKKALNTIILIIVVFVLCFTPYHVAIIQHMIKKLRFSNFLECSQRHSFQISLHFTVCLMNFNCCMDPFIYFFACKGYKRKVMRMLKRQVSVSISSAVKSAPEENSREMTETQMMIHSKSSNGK
APOBEC3G inh: APOBEC3G DNA deaminase inhibitors, primary screen, biochemical, fluorescence, single-stranded DNA substrate, uHTS; DNA dC->dU-editing enzyme APOBEC-3G (Homo sapiens), Q9HC16; recombinant A3G, ssDNA deamination FAM/TAMRA fluorescence; inhibition, % at 20 µM; actives 0.28% (n = 330,000);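 active means inhibition of at least 40% at 20 µM, with no more than 30% in the related APOBEC3A deaminase screen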;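 further: plate controls were DMSO wells with A3G for no effect and wells lacking A3G enzyme for full effect; some compounds called inactive have numbers as strong as hits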
CXCR6 block: CXCR6 receptor inhibitors, primary screen, cell-based, beta-arrestin, luminescence, CHO-K1 PathHunter, 1536-well. AID 602244, 2012. actives 0.36% (n = 360,000). inhibition, % at 20 µM. C-X-C chemokine receptor type 6 (Homo sapiens), O00574; in the data active means inhibition above about 34%, passing the limit was not always enough;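 further: antagonist mode with CXCL16 agonist at 10 nM final; 0% = 10 nM CXCL16 with DMSO and 100% = unstimulated wells without agonist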
The depositor's hits bear a star; · = not tested or not shown.

#	molecule	MPTP block	Gli-Sufu antag	GRIN3A LBD mod	APOBEC3G inh
1	CCC(C)n1c(=O)c2sccc2n2c(CCCC(=O)N3CCC(C(N)=O)CC3)nnc12 (centres undefined)	-0.3	39	0	20
2	O=C(CN(Cc1cccs1)C(=O)c1csnn1)NC1CCCC1	0.1	-4	2	-3
3	CCOC(=O)c1ccc(NC(=S)N2CCC(O)CC2)cc1	1.0	-26	-1	-5
4	CC1(c2ccccc2)NC(=O)N(CC(=O)NCc2cccc(Cl)c2)C1=O (centres undefined)	0.3	-4	-2	-9
5	OC1(C#Cc2c(-c3ccsc3)oc3ccc(N4CCOCC4)cc23)CCCCC1	-1.0	-4	-13	-15
6	COc1cccc(=O)c2c(C)n(CC(=O)c3ccccc3)c(C)c12	1.1	0	-2	7
7	Cc1c(CN2CCC(n3nccc3NC(=O)c3cccc(F)c3)CC2)cnn1C	-1.0	9	4	-2
8	COCc1[nH]nc2c1C(C1C=CCCC1)C(C#N)=C(N)O2 (centres undefined)	-2.0	-11	-1	-2
9	Cc1cc(C)n(CCCNC(=O)c2ccc3c(c2)NC(=O)CS3)n1	-0.1	0	-2	-5
10	Cc1ccc(NC(=S)NC(=O)c2cncc(Br)c2)cc1Cl	18	0	2	-15
11	Cn1cc2c(=O)n(/N=C/c3ccccc3)cnc2n1	-2.2	-5	-2	-8
12	CC1CCCCC1NC(=O)C1CCCN1S(=O)(=O)c1cccc2nsnc12 (centres undefined)	-0.4	5	-1	-4
13	COc1ccc(OC)c(/C=C/c2[nH]c(=O)[nH]c(=O)c2[N+](=O)[O-])c1	-0.2	-1	3	-3
14	CNC(=O)CSc1nc2ccccc2c(=O)n1-c1cc(OC)ccc1OC	0.7	5	2	-2
15	CCN(CC)S(=O)(=O)c1cc(NC(=O)CNc2cccc(S(=O)(=O)N3CCOCC3)c2)ccc1C	6.1	95*	0	-5

#	CXCR6 block	CCR6 antagonist	A3A deaminase	EBI2 antag
1	-6	3	0	-1
2	6	-3	-5	-4
3	0	5	-3	-3
4	6	4	3	-8
5	-9	1	-3	7
6	2	1	10	-10
7	2	0	1	-5
8	-3	-1	-3	-4
9	2	-9	-2	-1
10	26	-17	-6	-2
11	-3	2	-4	-5
12	5	5	-1	-1
13	2	8	-1	7
14	7	1	2	-8
15	-7	20	1	1

The list goes on.
#	molecule	MPTP block	Gli-Sufu antag	GRIN3A LBD mod	APOBEC3G inh
16	Nc1nc(SCC(=O)Nc2cccnc2Cl)n[nH]1	-0.8	-11	1	-1
17	O=C1[C@@H]2[C@@H]3C[C@@H]([C@H]4ON=C(c5ccc(Cl)cc5)[C@@H]34)[C@@H]2C(=O)N1C1CCCCC1	2.7	13	-4	-6
18	O=C(c1ccc2c(c1)OCO2)N1CCc2ccccc2C1	-2.0	-29	-1	-5
19	Cc1oc(CC(C)C)cc1C(N)=O	-0.4	-3	-2	-4
20	COc1cccc(-c2ccc(SCc3ccccn3)nn2)c1	-4.3	-66	-1	-7
21	O=C(NCC(c1ccco1)N1CCOCC1)c1ccccc1 (centres undefined)	-0.5	16	-2	-11
22	C=C1CCC2[C@](C)(CO)[C@H](O)CC[C@@]2(C)[C@@H]1/C=C/C1=CCOC1=O (some centres undefined)	4.5	2	-2	3
23	CC(=O)Nc1sc2c(c1C(c1cccc(Cl)c1)N1CCN(CCO)CC1)CCCC2 (centres undefined)	-1.1	3	-3	1
24	Nc1ccc2c3c(cccc13)C(=O)N(c1ccccc1)C2=O	-0.9	-10	-3	·
25	Cc1csc(SCCn2c(N3CCN(c4ccccc4)CC3)nc3c2c(=O)[nH]c(=O)n3C)n1	-3.6	15	0	-7
26	CC(=O)O[C@@H]1C[C@H]2C(C)=C[C@H]3OC(=O)[C@@H](C)[C@H]3C[C@H]2[C@]1(C)O	0.8	12	0	-5
27	COc1ccccc1OCCNC(=O)c1cc(F)c(F)cc1Cl	0.4	-10	-1	-2
28	Cn1c(=O)c2c(ncn2Cc2ccc(Cl)c(Cl)c2)n(C)c1=O	0.7	17	-5	-4
29	COc1cccc(C(=O)Nc2c[nH]c(=O)[nH]c2=O)c1	1.7	1	0	-5
30	CC(=O)NCCC(=O)NCC1(N(C)Cc2ccccc2)Cc2ccccc2C1	-0.2	1	1	-9

#	CXCR6 block	CCR6 antagonist	A3A deaminase	EBI2 antag
16	-6	6	-1	-1
17	-2	8	16	1
18	0	7	-2	0
19	9	-3	-1	-1
20	-5	7	-1	-3
21	-5	2	-3	-1
22	-3	-1	-1	-2
23	3	7	-1	0
24	-26	-14	·	-7
25	2	0	-4	-5
26	5	-6	-2	-9
27	3	-2	-1	-7
28	-4	-22	-6	-1
29	-5	4	0	9
30	-15	3	-2	0

Continued.
#	molecule	MPTP block	Gli-Sufu antag	GRIN3A LBD mod	APOBEC3G inh
31	OCC[C@H]1C[C@@H](O)[C@H](O)[C@@]2(Cc3ccccc3CCO2)O1	0.8	-6	1	-12
32	COCOc1ccc(-c2cc(=O)c3c(OCOC)cc(OCOC)cc3o2)cc1	-0.5	-46	0	-5
33	Cc1cccc(C)c1NC(=O)C[N+](C)(C)CC(O)COc1cccc2ccccc12 (centres undefined)	81*	1	0	-14
34	COc1ccc(NC(=O)c2cn(CCC#N)nc2-c2cccs2)cc1	3.0	-4	0	-2
35	Cc1ccc2occ(/C=N/NC(=O)c3ccc(Cl)cc3)c(=O)c2c1	-1.5	0	-4	2
36	Cc1cc(C)cc(OCC(=O)Nc2nonc2NC(=O)COc2cc(C)cc(C)c2)c1	8.4	4	-6	-3
37	O=C(O)CCN1C(=O)c2ccncc2C1=O	-1.9	5	1	-10
38	COc1ccc2cc3c(N)nn(C(=O)c4ccc(Cl)c([N+](=O)[O-])c4)c3nc2c1	1.2	-15	22*	14
39	Cc1cccc(NC(=O)c2ccoc2C)n1	-3.3	-17	-5	-2
40	COc1ccc(C(=O)NC2CC2)cc1OC1CCN(Cc2ccc(Cl)cc2)CC1	-0.5	27	-1	8
41	COc1ccc(/C=C2\NC(=O)C(C=NCc3ccccc3)=C2O)cc1	-3.2	-11	-1	0
42	COc1ccc(CNCCCO)cc1OC	-0.1	-3	0	1
43	CCc1c(C)nc2ccc(Br)cc2c1Cl	97*	-10	2	-5
44	CC(C)NC(=O)CN1CCC(O)(c2ccccc2)CC1	-2.5	8	-3	1
45	O=C(Nc1ccc2c(c1)OCCO2)c1ccoc1	1.0	-10	-2	-7

#	CXCR6 block	CCR6 antagonist	A3A deaminase	EBI2 antag
31	-8	-6	0	-16
32	-6	5	0	-5
33	3	8	2	9
34	7	9	5	-7
35	4	-23	0	-6
36	-4	-9	-4	-5
37	2	11	-5	-3
38	5	6	-4	13
39	-7	-3	4	1
40	4	13	-4	3
41	-2	4	-5	-9
42	3	14	1	-25
43	10	2	-2	6
44	-5	-2	2	-7
45	-8	6	0	-12

No new results follow: two of the compounds above.
#	molecule	MPTP block	Gli-Sufu antag	GRIN3A LBD mod	APOBEC3G inh
31	OCC[C@H]1C[C@@H](O)[C@H](O)[C@@]2(Cc3ccccc3CCO2)O1	0.8	-6	1	-12
32	COCOc1ccc(-c2cc(=O)c3c(OCOC)cc(OCOC)cc3o2)cc1	-0.5	-46	0	-5

#	CXCR6 block	CCR6 antagonist	A3A deaminase	EBI2 antag
31	-8	-6	0	-16
32	-6	5	0	-5

Reprinted at random: 4 compounds from above, in no set order.
#	molecule	MPTP block	Gli-Sufu antag	GRIN3A LBD mod	APOBEC3G inh
40	COc1ccc(C(=O)NC2CC2)cc1OC1CCN(Cc2ccc(Cl)cc2)CC1	-0.5	27	-1	8
37	O=C(O)CCN1C(=O)c2ccncc2C1=O	-1.9	5	1	-10
45	O=C(Nc1ccc2c(c1)OCCO2)c1ccoc1	1.0	-10	-2	-7
39	Cc1cccc(NC(=O)c2ccoc2C)n1	-3.3	-17	-5	-2

#	CXCR6 block	CCR6 antagonist	A3A deaminase	EBI2 antag
40	4	13	-4	3
37	2	11	-5	-3
45	-8	6	0	-12
39	-7	-3	4	1

Following part
#	molecule	MPTP block	Gli-Sufu antag	GRIN3A LBD mod	APOBEC3G inh
46	CCC/C(C)=N\Nc1nc2c(c(=O)n(C)c(=O)n2C)n1C	4.6	-3	0	2
47	O=C(Nn1cc(C(=O)Nc2ccc(F)cc2F)c2ccccc2c1=O)c1cnccn1	-1.8	-2	0	-8
48	COc1ccc(CCNC(=O)CCC(=O)Nc2nnc(C(C)C)s2)cc1OC	2.8	-6	-2	-5
49	O=C(Nc1ccccc1C(=O)NCc1cccnc1)c1ccc(Cl)cc1Cl	-1.3	27	-3	-7
50	COc1ccc(-c2csc(NC(=O)c3ccc(N4C(=O)CCC4=O)cc3)n2)cc1OC	-2.1	2	-1	-6
51	Cc1ccc(C=Nc2ccc(N(C)C)cc2)o1	-1.5	0	0	4
52	COc1ccc(-c2c3c(nc4sc5c(=O)[nH]c(C)nc5c24)CCC3)cc1	-0.6	13	3	-6
53	CCn1cc(C(=O)N2CCc3ccccc32)c(=O)c2cc(S(=O)(=O)N(C)C3CCCCC3)ccc21	0.8	9	8	6
54	COc1ccc(NC(C)C(=O)Nc2cccc(S(=O)(=O)N3CCOCC3)c2)cc1OC (centres undefined)	1.5	41	-1	-5
55	COc1ccc(-n2nc(C(=O)NCC(=O)N3CCCCC3)c3ccccc3c2=O)cc1	-2.5	-74	-2	-6
56	Cc1[nH]c(=O)[nH]c(=O)c1N1CCOCC1	1.3	29	0	-1
57	CCCCNC(=O)C1c2ccccc2C(=O)N(c2ccc(OC)cc2)C1c1ccc(OC)cc1 (centres undefined)	-1.4	3	-1	-5
58	CCc1nc(SCC(=O)c2ccccc2)c2ccccc2n1	-0.4	-12	-2	17
59	CC(C)c1nnc(NC(=O)CCCC(=O)O)s1	0.9	-97	0	-5
60	O=C(OCC(=O)N1CCOCC1)c1ccccc1OCc1ccc(Cl)cc1	-0.7	-4	-1	6

#	CXCR6 block	CCR6 antagonist	A3A deaminase	EBI2 antag
46	1	5	2	7
47	0	-8	-5	-4
48	3	2	-3	-12
49	-1	-4	-5	2
50	4	-1	-5	-7
51	-4	4	3	6
52	5	-4	-5	3
53	10	7	2	3
54	-12	8	-1	-8
55	-5	-1	0	-6
56	1	0	3	-7
57	12	9	0	5
58	3	21	-1	-13
59	8	2	-9	-10
60	1	12	0	14

More compounds
#	molecule	MPTP block	Gli-Sufu antag	GRIN3A LBD mod	APOBEC3G inh
61	CCCCCCN1C2=NCCCN2c2ccccc21	4.6	26	0	-2
62	Nc1ccc(NC(=O)c2cccs2)cc1	-1.2	-13	-10	-8
63	Nc1ccccc1-c1ccc([N+](=O)[O-])cc1	0.1	-6	0	·
64	COc1ccc(-c2cccc(NS(=O)(=O)c3cc([N+](=O)[O-])ccc3Cl)c2)nn1	1.6	-3	1	-7
65	CCOc1ccccc1NC(=O)C(OC(=O)c1ccccc1O)c1ccccc1 (centres undefined)	5.5	5	2	4

#	CXCR6 block	CCR6 antagonist	A3A deaminase	EBI2 antag
61	-1	11	5	10
62	3	-20	0	-16
63	-4	9	·	0
64	-3	-12	4	0
65	-8	20	-3	13

Compound activity: PubChem, Sanford-Burnham Center for Chemical Genomics
